# TDP43 rescue – inhibitors of TDP-43 toxicity in yeast; AID 652104; 410,000 compounds, 1.8% hits; Potency, µM (highest dose often 46.1 µM), without a hit: at the highest dose growth rescue (activation), actives largely listed as activators; TDP-43 expressing yeast growth rescue, BacTiter-Glo, 24 h; also: % of control where 0% means no effect; nearly all actives have a fitted effect of over 50% in size
#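 Growth rescue of TDP-43-toxic yeast measured as ATP luminescence (BacTiter-Glo). Cells grown to mid-log in raffinose, induced in galactose at OD600=0.02, exposed to compound 24 hr at 30 deg C.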
# FUS suppressor – FUS proteinopathy suppression in yeast; S. cerevisiae FUS-expressing, growth rescue, OD600, 24 h; AID 1347120; 390,000 compounds, 0.24% hits; Potency, µM (top dose mostly 76.6 µM), without a hit: at the top dose growth rescue (activation), hits mostly activators;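 also: plate controls were DMSO vehicle for no effect and reference control for full effect; nearly all actives have a fitted effect of over 55% in size; some results filed as inactive show a strong effect at the top dose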
#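 Yeast expressing FUS under galactose induction, OD 0.005 in 2% galactose medium; compounds in a dilution series, 24 h at 30C. Growth rescue by absorbance at 600 nm; CP55940 positive control, DMSO negative.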
# PTHR1 ag – PTHR1 (human) receptor agonism | 410,000 compounds, 0.075% hits | Potency, µM (highest dose often 115 µM), for inactives: at the highest dose activation, actives largely listed as activators | HEK293 GP2 PTHR1 cells, GloSensor cAMP luminescence, 1 h; also: nearly all actives have a fitted effect of over 55% in size; some results filed as inactive show a strong effect at the top dose; inactives centre near -15; many of its hits are not listed in these tables
# Target sequence (Q03431 whole entry, looked up): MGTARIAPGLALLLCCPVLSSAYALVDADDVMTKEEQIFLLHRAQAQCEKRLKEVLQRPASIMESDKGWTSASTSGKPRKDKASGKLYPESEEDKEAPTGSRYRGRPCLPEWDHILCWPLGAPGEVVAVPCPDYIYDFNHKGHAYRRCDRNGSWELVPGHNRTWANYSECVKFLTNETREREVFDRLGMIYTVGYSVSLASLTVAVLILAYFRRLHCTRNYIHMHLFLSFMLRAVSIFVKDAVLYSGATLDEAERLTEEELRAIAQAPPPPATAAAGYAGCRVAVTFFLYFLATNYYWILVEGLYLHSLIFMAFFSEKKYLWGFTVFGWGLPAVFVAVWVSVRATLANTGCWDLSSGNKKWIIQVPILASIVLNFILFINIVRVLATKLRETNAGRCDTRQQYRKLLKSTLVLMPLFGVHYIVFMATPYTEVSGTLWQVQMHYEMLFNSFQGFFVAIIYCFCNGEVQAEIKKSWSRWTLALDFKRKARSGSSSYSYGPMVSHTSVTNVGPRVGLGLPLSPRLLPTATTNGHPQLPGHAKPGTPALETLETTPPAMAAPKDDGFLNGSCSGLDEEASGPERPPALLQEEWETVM
#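 HEK-293-derived GP2 cells expressing PTHR1 and a GloSensor cAMP reporter, 3,000/well, plated overnight, given luciferin plus IBMX (each 0.5 mM as added) for 1 h at 37 °C, then compound for 1 h at 37 °C. Luminescence was read after 15 min at room temperature.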
# * marks the source's active call; other numbers are inactive results; i = inactive; u = inconclusive; [ ] = remark or other dose. Calls follow the shape of the dose curve; as a rule, active = well fitted curve in the direction sought with a large enough effect; inconclusive = small, poorly fitted or top-dose-only effect, or another doubt; inactive = no such curve, though single readings can be large; an effect the other way counts as inactive or inconclusive. Potency is read from the fitted curve at half-maximal effect. A portion of the library. The share of hits here may be higher or lower than overall.
# Under each structure: FUS suppressor	TDP43 rescue	PTHR1 ag
> CCCCOc1ccc(C(=O)Nc2sc3c(c2C(=O)OCC)CCCCC3)cc1
  -16%	6%	u
> Cc1ccc(C)c(N2CCN(C(=O)c3cccc(-n4c(C)nc5cccnc54)c3)CC2)c1
  u	20%	i
> CSc1ncc(C(=O)Nc2cc(C)cc(C)c2)c(-c2ccccc2)n1
  -15%	-22%	-26%
> COc1cc(C2c3c(oc4ccc(C)cc4c3=O)C(=O)N2Cc2ccccc2)ccc1O (stereo not drawn)
  -11%	9%	i
> Cc1cc(NC(=O)CCS(=O)(=O)c2cc(Br)cc3c2N(C(=O)C2CC2)CC3)ccc1Br
  10%	8%	-13%
> Cc1ccc(CCNC(=O)c2cnc3c(C)cccn3c2=O)cc1
  -19%	18%	i
> O=C(c1cc2c(=O)oc3ccccc3c2s1)N1CCN(c2ccccc2)CC1
  -34%	-17%	u
> CCOC(=O)N1CCc2c(sc3c2c(=O)n(-c2ccc(CC)cc2)c(=O)n3Cc2cc(C)ccc2C)C1
  1%	14%	-7%
> CCc1cnc2c(c1SCC(=O)Nc1ccc(Cl)cc1)c(=O)n(C)c(=O)n2C
  -1%	6%	-15%
> O=S(=O)(c1ccc2ccccc2c1)n1nc(-c2ccco2)nc1NCc1ccc(F)cc1
  24%	5%	-14%
> O=C(Nc1ccc2nc(SCC(=O)N3CCCC3)sc2c1)c1cccc(F)c1
  19%	2%	-20%
> CCOC(=O)c1ccccc1NC(=O)CSc1ncc(CO)n1Cc1ccc(C)cc1
  32%	4%	i
> COc1cc(C(=O)N2CCNC(=O)C2CC(=O)Nc2ccc(C)c(C)c2)cc(OC)c1OC (stereo not drawn)
  5%	17%	i
> O=C(c1ccc2c(=O)n(CCc3ccccc3)c(=O)[nH]c2c1)N1CCN(c2ccc(Cl)cc2)CC1
  -13%	11%	-39%[inhibitor]
> COc1ccc2c(c1)sc1ncc(C(=O)NCc3cccc(C)c3)c(=O)n12
  -26%	0%	i
> O=C(CN1C(=O)COc2ccc(S(=O)(=O)N3CCOCC3)cc21)Nc1ccc(F)c(Cl)c1
  -3%	-1%	25%
> CCc1ccc(OCC(=O)Nc2c(C(=O)c3ccccc3)oc3ccccc23)cc1
  6%	-11%	6%
> Cc1ccc(C)c(OCCn2c(C3CC(=O)N(Cc4ccc(F)cc4)C3)nc3ccccc32)c1 (stereo not drawn)
  u	35µM*	-2%
> CCOc1ccccc1NC(=O)Cn1c(=O)n(C(C)C)c(=O)c2oc3ccccc3c21
  -19%	18%	-13%
> Cc1ccc(NC(=O)c2ccc(-n3c(C)nnc3C)cc2)cc1F
  5%	2%	i
> COc1cc(-c2ccno2)ccc1S(=O)(=O)N1CCN(c2ccccc2)CC1
  31%	11µM*	i
> COc1ccc(Nc2cc(C)nc(-n3nc(C)cc3C)n2)cc1Cl
  22%	u	-6%
> CSc1nn(CC(=O)Nc2ccccc2F)c(N)c1S(=O)(=O)c1ccccc1
  21%	16%	-29%
> Cc1c(C(=O)NCCN(C)C)oc2c1-c1nn(Cc3cccc(Cl)c3)cc1CC2
  36%	14%	i
> CCCCN(CC)C(=O)Cn1c(=O)n(-c2ccc(OCC)cc2)c(=O)c2c3c(sc21)CCCC3
  8%	25%	-5%
> COc1ccc(-c2nn(-c3cccc(F)c3)c3c2cnc2cc(OC)c(OC)cc23)cc1
  0%	23%	8%
> CC(C)c1ccc(NC(=O)CSC2=Nc3ccccc3C3=NC(CCC(=O)NC4CCCCC4)C(=O)N23)cc1 (stereo not drawn)
  -7%	19%	i
> COc1ccc(C(=O)Nc2nnc(S(=O)(=O)N(CC(C)C)c3ccccc3)s2)cc1
  2%	-13%	i
> O=c1c2c3c(sc2nnn1Cc1ccc(Br)cc1)CCCC3
  -7%	18%	-15%
> CCCCNS(=O)(=O)c1ccc(C)c(-c2nnc3c4ccccc4c(C)nn23)c1
  -17%	11%	-14%
> CC(C)c1ccc2c(c1)-c1ccccc1S(=O)(=O)N2CC(=O)N1CCCCC1
  u	-5%	-4%
> COc1ccc(NC(=O)c2c(C)oc3ccc(O)c(CN4CCOCC4)c23)cc1
  14%	19%	i
> Cn1c(=O)oc2cc(S(=O)(=O)N3CCCC(C(=O)NCc4ccc(F)cc4)C3)ccc21 (stereo not drawn)
  -19%	15%	-9%
> CC(CCc1ccccc1)NC(=O)Cn1c(=O)nc(-c2ccccc2)c2ccccc21 (stereo not drawn)
  12%	9%	-16%
> COc1ccc(NC(=O)CN2C(=O)C(c3ccc(C)cc3)=NC23CCCCCC3)cc1Cl
  -9%	19%	-16%
> CCN(Cc1ccccc1)C(=O)Cn1ncc2c(=O)oc3ccc(C)cc3c21
  -22%	u	16%
> COC(=O)c1cc2oc3ccccc3c2n1CC(=O)Nc1ccc(OC)c(OC)c1
  -9%	8%	i
> CCc1ccccc1NC(=O)c1ccc(F)c(S(=O)(=O)N2CCN(c3cccc(Cl)c3)CC2)c1
  0%	8%	-10%
> CCN(CC)S(=O)(=O)c1ccc(NC(=O)NCc2noc3ccc(C)cc23)cc1
  u	-4%	-92%[inhibitor]
> CCc1ccccc1NC(=O)c1ccc2c(c1)CCCN2S(C)(=O)=O
  12%	13%	-28%
> Cc1ccc(CSC2=Nc3ccccc3C3=NC(CCC(=O)N4CCN(c5ccccc5)CC4)C(=O)N23)cc1 (stereo not drawn)
  u	25%	-24%
> Cc1oc(-c2ccc(Cl)cc2)nc1CSc1nc2ncccc2[nH]1
  9%	6%	-71%[inhibitor]
> CCCCCn1cc2c(c1-c1ccc(Br)cc1)c(=O)n(C)c(=O)n2C
  25%	2%	-4%
> COc1ccc(-c2nc(SCC(=O)Nc3c(C)cc(C)cc3C)n[nH]2)cc1
  15%	10%	-41%[inhibitor]
> Cc1cccc2c1-c1sc(C(=O)NCc3ccccc3Cl)cc1CO2
  -11%	5%[9.22 µM]	-55%[inhibitor]

# Arranged by value in PTHR1 ag (ascending): 3 from the list above
Structure | PTHR1 ag
CCc1ccccc1NC(=O)c1ccc2c(c1)CCCN2S(C)(=O)=O | -28%
Cn1c(=O)oc2cc(S(=O)(=O)N3CCCC(C(=O)NCc4ccc(F)cc4)C3)ccc21 (stereo not drawn) | -9%
CC(C)c1ccc2c(c1)-c1ccccc1S(=O)(=O)N2CC(=O)N1CCCCC1 | -4%

# Carrying on:
# Under each structure: FUS suppressor	TDP43 rescue	PTHR1 ag
> Cc1ccc2c(CC(=O)Nc3cccc(Cl)c3C)coc2c1
  -13%	-3%	i
> CCOc1ccc(NC(=O)CCc2c(C)nc3cc(-c4ccc(Cl)cc4)nn3c2C)cc1
  -1%	-8%	-1%
> CCCNC(=O)C1CCN(S(=O)(=O)c2ccc3c(c2)CCCN3C(C)=O)CC1
  5%	-7%	u
> CCOc1ccc(CNC(=O)Cn2nc(C)c3nn(-c4ccc(Cl)cc4)c(C)c3c2=O)cc1
  21%	-6%	i
> Cc1ccc(-n2c(=O)c3cccnc3n2CC(=O)Nc2cc(Cl)ccc2C)cc1
  -49%[inhibitor]	-18%	25%
> COc1ccc(S(=O)(=O)n2ccnc2)cc1C(C)(C)C
  -5%	-2%	i
> CCC(C(=O)Nc1ccc(C)c(Cl)c1)n1c(=O)c(-c2ccccc2NC(C)=O)nc2ccccc21 (stereo not drawn)
  u	11%	i
> O=C(Nc1cc(-c2nc3ccccc3o2)ccc1Cl)c1ccc(Br)o1
  -9%	11%	-6%
> CCOc1cc(C2c3c(oc4cc(C)cc(C)c4c3=O)C(=O)N2CCO)ccc1O (stereo not drawn)
  5%	23%	i
> CCN(CC)CCNC(=O)c1ccc2c(c1)N(Cc1ccccc1)C(=O)c1ccccc1S2=O (stereo not drawn)
  -6%	-12%	-18%
> Cc1nc2cc(-c3cccc(F)c3)nn2c(C)c1CCC(=O)N1CCN(c2ccc(F)cc2)CC1
  -12%	6%	-15%
> CCOc1ccc(/C=C/C(=O)Nc2sc3c(c2C(=O)OC)C(C(=O)OC)CC3)cc1 (stereo not drawn)
  -8%	10%	-18%
> CCC1CCCCN1CCCNC(=O)c1ccc2c(c1)N(Cc1ccccc1)C(=O)c1ccccc1S2(=O)=O (stereo not drawn)
  8%	28%	-16%
> Cc1ccc(C)c(N2CCN(S(=O)(=O)c3ccc(-c4cc(C(F)(F)F)on4)s3)CC2)c1
  -5%	19%	-9%
> CCCCNC(=O)Cn1nc(N2CCN(c3ccccc3OC)CC2)ccc1=O
  1%	-7%	-18%

# Sorted by length of the SMILES (lowest first): part of the list above
# Under each structure: FUS suppressor	TDP43 rescue	PTHR1 ag
> COc1ccc(S(=O)(=O)n2ccnc2)cc1C(C)(C)C
  -5%	-2%	i
> CCOc1ccc(NC(=O)CCc2c(C)nc3cc(-c4ccc(Cl)cc4)nn3c2C)cc1
  -1%	-8%	-1%
> Cc1nc2cc(-c3cccc(F)c3)nn2c(C)c1CCC(=O)N1CCN(c2ccc(F)cc2)CC1
  -12%	6%	-15%

# Full records, quoted from the list. Values in the order: FUS suppressor, TDP43 rescue, PTHR1 ag
# Listed for COc1ccc(S(=O)(=O)n2ccnc2)cc1C(C)(C)C → -5%, -2%, i
# Listed for CCCCNC(=O)Cn1nc(N2CCN(c3ccccc3OC)CC2)ccc1=O → 1%, -7%, -18%
# Listed for CCN(CC)CCNC(=O)c1ccc2c(c1)N(Cc1ccccc1)C(=O)c1ccccc1S2=O (stereo not drawn) → -6%, -12%, -18%

# Additional results:
# Under each structure: FUS suppressor	TDP43 rescue	PTHR1 ag
> Cc1ccc2oc3c(c(=O)c2c1)C(c1ccc(OCC(N)=O)cc1)N(Cc1ccc2c(c1)OCO2)C3=O (stereo not drawn)
  19%	-5%	i
> Cc1ccc(CNc2nccn(-c3cc(C)cc(C)c3)c2=O)cc1
  26%	u	-9%
> Cc1ccn2c(Nc3ccc(F)cc3)c(-c3ccccn3)nc2c1
  0%	12%	i
> COc1ccc(C(=O)CN2C(=O)N(c3cc(C)ccc3C)S(=O)(=O)c3ccccc32)cc1
  26%	20%	-22%
> O=C1CC(c2cccc(Cl)c2Cl)c2cc3c(cc2N1)OCCO3 (stereo not drawn)
  15%	-2%	-44%
> CCn1cc(C(=O)N2CCN(c3cc(C)ccc3C)CC2)c(=O)c2cc(S(=O)(=O)N3CCOCC3)ccc21
  -1%	0%	u
> Cn1nnc2c(N3CCN(c4ccccc4)CC3)ncnc21
  6%	u	-7%
> Cc1ccc(NC(=O)C2CCN(c3nc4ccccc4nc3C(F)(F)F)CC2)cc1F
  -8%	25%	-12%
> Cc1cccc(NC(=O)C2CCCN2S(=O)(=O)c2cccc3nsnc23)c1C (stereo not drawn)
  18%	u	i
> CN(C)c1ccc(-c2nc3cnccn3c2Nc2cccc(C(F)(F)F)c2)cc1
  2%	8%	-31%[inhibitor]
> Cc1oc(-c2ccccc2Cl)nc1CS(=O)(=O)CC(=O)NC(C)CCc1ccccc1 (stereo not drawn)
  39%	u	-94%[inhibitor]
> COc1ccccc1CCNC(=O)CCc1c(C)c2cc3c(C)coc3cc2oc1=O
  11%	4%	-18%
> CNC(=O)c1ccc2nc(Cc3ccccc3)oc2c1
  -21%	u	-47%[inhibitor]
> Cc1ccc(NC(=O)CSc2cc(=O)n(C)c3ccc(Cl)cc23)c(Br)c1
  -37%	6%	i
> Cn1c(=O)c2nc(SCC(=O)Nc3cc(Cl)ccc3Cl)n(C)c2n(C)c1=O
  -14%	20%	i
> Cc1ccccc1CN1C(=O)c2ccccc2S(=O)c2ccc(C(=O)NC3CCC(C)CC3)cc21 (stereo not drawn)
  2%	11%	i
> CCCCOC(=O)c1ccc(NC(=O)CSc2nc3c(c(=O)[nH]2)CCCC3)cc1
  2%	0%	-10%
> Cc1ccc(NC(=O)N2CCC(CN3CCCCCC3)CC2)c(Cl)c1
  12%	15%	-9%
> COc1ccc(OC)c(NC(=O)C(C)n2c(=O)cc(C)c3c(C)nn(-c4ccccc4)c32)c1 (stereo not drawn)
  -32%	15%	i
> CCOc1ccc(CCNC(=O)c2ccc(-n3c(C)cc4c3CCCC4)cc2)cc1OCC
  u	22%	-13%
> Cc1ccc(SCC(=O)Nc2ccc3oc(-c4ccc(F)cc4)nc3c2)cc1
  12%	24%	i
> CCc1nnc(SCc2ccc(F)cc2Cl)c2cc3sc(C)cc3n12
  -27%	-3%	-3%
> Cc1nc2c(C(=O)NCc3ccccc3Cl)cnn2c(C)c1Cc1c(F)cccc1Cl
  -11%	-1%	-48%[inhibitor]

# Assay outcomes (PubChem)
